KCNH2 WT inh: qHTS for Inhibitors of KCHN2 3.1: Wildtype qHTS; activity change, % at 1.84 µM; U2OS, BacMam KCNH2, thallium flux FluxOr; stronger effect = lower value; hit rate 0.37% among 340,000; Voltage-gated inwardly rectifying potassium channel KCNH2 (Homo sapiens), Q12809;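 active = maximum activity change below -70%; inconclusive = maximum activity change between -70% and -50%; inactive = maximum activity change above -50%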; note: % is set by controls: 0 for no effect and ±100 for the full control effect
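U2OS cells were transduced with wild-type KCNH2 virus (2.03 x 10^8 / mL) for 4 h at room temperature, then cultured overnight at 37 C. Thallium flux was read with FluxOr dye. Rate constants were normalized to DMSO controls.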
MLL CXXC-DNA inh: qHTS Fluorescence Polarization Assay for Inhibitors of MLL CXXC domain - DNA interaction. Histone-lysine N-methyltransferase 2A (Homo sapiens), Q03164. hit rate 0.037% among 290,000. Potency, µM (series often up to 115 µM), inactives show top-dose activity change, negative = inhibition, most hits filed as inhibitors. MLL-CXXC / FITC-HOXA9 DNA fluorescence polarization; active = well fitted inhibition curve with a large enough effect in the polarisation, with a control signal flat, not every such curve was filed as active; inconclusive = small, poorly fitted or top-dose-only effect, or effect the other way, or a change in a side signal; inactive = no such curve, though single readings can be large or run the other way; the % refers to the polarisation; note: potency is the fitted concentration of half-maximal effect
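Fluorescence polarization: 7 uM MLL-CXXC (stock) preincubated 5 min with compounds, then 50 nM fluorescein-HOX-A9 DNA (stock) added; 30 min ambient. Buffer 50 mM Tris-HCl pH 7.5, 50 mM NaCl, 1 mM DTT, 0.05% BSA.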
TSHR antag: Antagonists of the Thyroid Stimulating Hormone Receptor: HTS campaign; Thyrotropin receptor (Homo sapiens), P16473; TSHR-expressing cells, TSH-stimulated cAMP HTRF, 2 h; stronger effect = lower value; activity change, negative = inhibition, % at 11.5 µM; hit rate 0.2% among 330,000; AID 504810, 2011;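 active = activity change below a set negative limit, meaning inhibition stronger than a set level, cut at about -70% in these data; inconclusive = activity change between two set negative limits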; note: % is set by controls: 0 for no effect and ±100 for the full control effect
Target sequence (P16473 whole entry, looked up): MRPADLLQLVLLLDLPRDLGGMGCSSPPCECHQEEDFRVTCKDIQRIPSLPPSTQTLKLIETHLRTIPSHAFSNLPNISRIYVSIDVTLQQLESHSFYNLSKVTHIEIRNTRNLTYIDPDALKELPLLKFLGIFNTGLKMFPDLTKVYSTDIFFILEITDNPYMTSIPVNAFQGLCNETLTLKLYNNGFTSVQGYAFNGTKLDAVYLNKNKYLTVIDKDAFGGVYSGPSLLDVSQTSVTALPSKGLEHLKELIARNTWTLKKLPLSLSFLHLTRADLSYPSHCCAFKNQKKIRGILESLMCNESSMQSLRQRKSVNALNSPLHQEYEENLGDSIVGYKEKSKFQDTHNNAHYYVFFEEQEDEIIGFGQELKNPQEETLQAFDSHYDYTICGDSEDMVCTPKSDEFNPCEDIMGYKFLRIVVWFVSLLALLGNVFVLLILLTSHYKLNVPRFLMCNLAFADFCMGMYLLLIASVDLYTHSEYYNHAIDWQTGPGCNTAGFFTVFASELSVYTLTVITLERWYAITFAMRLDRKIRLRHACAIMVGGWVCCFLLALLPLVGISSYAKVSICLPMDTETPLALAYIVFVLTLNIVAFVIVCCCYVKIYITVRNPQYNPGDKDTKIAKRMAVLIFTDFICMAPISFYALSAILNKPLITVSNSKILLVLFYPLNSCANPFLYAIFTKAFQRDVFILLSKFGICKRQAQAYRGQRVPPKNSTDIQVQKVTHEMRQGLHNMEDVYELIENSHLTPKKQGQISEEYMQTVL
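Antagonism was scored as loss of TSH-driven cAMP in TSHR cells, stimulated with 4nM TSH (EC80) for 2 hours at 37 deg C and detected by homogeneous HTRF competition immunoassay.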
Giardia killer: Small Molecules that selectively kill Giardia lamblia: qHTS | Giardia lamblia trophozoite viability | activity change, % at 7.66 µM, hits read low | hit rate 0.15% among 340,000; in the data active = activity change below about -80%; inconclusive = between about -30% and that limit;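 note: parasites exposed to compound for two days anaerobically before the ATP read; % is set by controls: 0 for no effect and ±100 for the full control effect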
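Killing of trophozoites was scored by loss of ATP luminescence after a 48 hrs anaerobic exposure to compounds at 37 deg C, using 100 cells per well.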
Tb PFK inh: qHTS Assay to Find Inhibitors of T. brucei phosphofructokinase | ATP-dependent 6-phosphofructokinase (Trypanosoma brucei brucei), O15648 | T. brucei PFK, ADP-Glo luminescence | Potency, µM (series often up to 57.5 µM), for the others: at the highest dose activity, negative = inhibition, usual class: inhibitors | hit rate 0.17% among 330,000 | AID 485367, 2010;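 note: potency is the fitted concentration of half-maximal effect; 0% = uninhibited 1x PFK enzyme wells and -100% = no-enzyme wells; nearly all actives have a fitted effect of over 60% in size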
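In TEA buffer at pH 8.0 with 5 mM MgCl2, enzyme (1.25 nM) converted F6P (0.5 mM) and ATP (0.1 mM) for 45 min at room temperature. ADP product was read by luciferase luminescence.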
A-T KAP1 phos: qHTS Assay for Identifying a Potential Treatment of Ataxia-Telangiectasia | […] A-T fibroblasts, KAP-1 phosphorylation AlphaLISA; neocarzinostatin DNA damage 30 min before lysis | Potency, µM (top dose mostly 57.5 µM), for the others: at the highest dose activation, most hits filed as activators | hit rate 0.19% among 320,000; note: potency is the fitted concentration of half-maximal effect; % of control where 0% means no effect; nearly all actives have a fitted effect of over 45% in size
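hTERT-immortalized A-T patient fibroblasts ([…]), 500 cells/well in OPTI-MEM, 1% FBS, got compounds for 60 min, then NCS for 30 min at 37C. Lysates were then assayed for phospho-KAP-1 by AlphaLISA (anti-pKAP1 donor, anti-KAP1 acceptor beads), 6 hr at 25C.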
GALK inh: qHTS Assay for Inhibitors of Human Galactokinase (GALK). Purified GALK, Kinase-Glo residual ATP luminescence. hit rate 0.007% among 270,000. Potency, µM (series often up to 57.5 µM), without a hit: top-dose activity change, negative = inhibition, actives largely listed as inhibitors. AID 1868, 2009. P51570; note: potency is the fitted concentration of half-maximal effect; % is set by controls: 0 for no effect and ±100 for the full control effect
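ATP-depletion format; final 35 uM ATP, 100 uM D-galactose, 5 nM enzyme; pH 8.0 HEPES/Mg2+ buffer; 60 min RT; luminescence read 10 min after detection reagent.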
TCR act: Activators of T cell receptors: qHTS campaign | 330,000 tested, under 10 active | primary human leukocytes, anti-CD3, IL-2 HTRF, 48 h | Potency, µM (titrated, usually from 9.22 µM), without a hit: at the top dose activation of IL-2 secretion, most hits filed as activators; note: % of control where 0% means no effect
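Human primary leukocytes + a-CD3 beads + cpd, 48 hr; IL-2 in supernatant by HTRF (ex 320nm / em 665nm). No co-stimulatory signal supplied.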
FBPA coupling cs: qHTS Assay for Inhibitors of Fructose-1,6-bisphosphate Aldolase from Giardia Lamblia: Coupling assay counterscreen; coupling enzyme system counterscreen, AmpLite Red fluorescence; activity change, negative = inhibition, % at 58.2 µM, hits read low; hit rate 0.67% among 290,000; in the data active = activity change below about -30%; note: % is set by controls: 0 for no effect and ±100 for the full control effect
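Counterscreen lacking aldolase: glyceraldehyde-3-phosphate coupling-enzyme reagent preincubated 10 min at RT with compound (at 57.5 uM final), then substrate/coupling system with AmpLite Red added; fluorescence read at 525/598 nm after 20 min RT.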
Chronic BCR inh: qHTS Assay to Find Inhibitors of Chronic Active B-Cell Receptor Signaling; ABC-DLBCL IkBa-CBG/CBR reporter, luminescence ratio, 4 h; Potency, µM (top dose mostly 46.1 µM), inactives show at the highest dose ratio change, negative = lower green/red ratio, usual class: inhibitors; hit rate 0.05% among 340,000; active = well fitted inhibition curve with a large enough effect in the signal ratio, with a control signal flat, not every such curve was filed as active; inconclusive = small, poorly fitted or top-dose-only effect, or effect the other way, or a change in a side signal; the % refers to the signal ratio;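 note: potency is the fitted concentration of half-maximal effect; plate controls were basal doxycycline-induced cells for no effect and cells given 10 µM MG132 for full effect; MG132 reads +100%, hits lower the ratio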
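Compounds up to 46 uM were incubated four hours with TMD8 cells whose green CBG68 luciferase is fused to IkappaBalpha; red CBR luminescence normalised the signal, and concentration-effect curves were fitted to fusion, red and ratio data.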
* hit, by the source's call; i = inactive; ? = inconclusive; nt = not tested or not shown; [ ] = remark or other dose. Unless noted, calls come from the whole dose curve; as a rule, active = well fitted curve in the direction sought with a large enough effect; inconclusive = small, poorly fitted or top-dose-only effect, or another doubt; inactive = no such curve, though single readings can be large; an effect the other way counts as inactive or inconclusive.

Second line of a record – GALK inh	Giardia killer	MLL CXXC-DNA inh	KCNH2 WT inh	TSHR antag	A-T KAP1 phos	Tb PFK inh	FBPA coupling cs	TCR act	Chronic BCR inh
> O=C(CCN1CCOCC1)N1CCc2c([nH]c3ccccc23)C1c1cccc(Cl)c1 (stereo not given)
    1.3%	-10.6	-8.6%	-22.0	12.2	11.5%[11.5 µM]	0.1%	1.6	-0.3%	-23.6%
> C=CCOc1ccc(/C(O)=C2\C(=O)C(=O)N(CCCOC)C2c2ccncc2)cc1 (stereo not given)
    -4.0%	-6.0	-1.9%	5.7	4.1	-3.0%	-6.7%	11.8	2.0%	5.7%
> CCOC(=O)c1cc(-c2ccc(OC)cc2)nc2c1c(C)nn2CCC(N)=S
    8.8%	4.4	-2.9%	-3.2	-1.8	3.9%	-4.0%	-1.5	-6.4%	?
> Cc1ccc(C(C)C)c(OCC(O)CNC2CCCC2)c1 (stereo not given)
    4.0%	-1.0	14.2%	31.4	12.3	0.9%	-3.5%	2.6	-1.7%	-6.9%
> O=C1CSC(=O)N1CCOCCN1C(=O)CSC1=O
    1.6%	-11.8	7.1%	-2.4	11.3	nt	-2.9%	2.2	2.9%	5.2%
> CC(=O)c1cc2c(cc1N/C(=N/S(=O)(=O)c1ccc(C)cc1)c1ccccc1)OCO2
    1.9%	5.3	-0.9%	-0.7	17.8	3.3%	-4.0%	6.3	0.8%[46.1 µM]	?
> O=C(CSc1nc(=O)n(Cc2ccccn2)c2c1CCC2)Nc1ccc(F)cc1F
    nt	-8.5	nt	-2.7	1.6	-4.7%	-5.7%	nt	-15.4%	?
> CCc1nc2c(s1)CCc1onc(-c3ccc(Cl)cc3)c1-2
    nt	0.8	nt	-23.8	-3.6	20.9%	7.8%	nt	-2.1%	15.8%
> Cc1cc(C(=O)COc2ccccc2C(N)=O)c(C)n1C
    7.9%	6.4	?	7.2	7.0	-12.1%	15.3%	-7.0	-4.9%	6.1%
> COc1cc(N(C)C)c([N+](=O)[O-])cc1C(=O)N1CCOCC1
    5.4%	15.2	-1.4%	-0.3	-2.4	8.6%	-7.7%	2.2	3.2%	0.0%
> CCOc1ccc2nc(NC(=O)c3cccc(-c4cc5ccccc5oc4=O)c3)sc2c1
    -0.5%	5.5	5.8%	13.9	6.3	-3.7%	5.3%	-0.7	-2.1%	-7.6%
> O=C(O)CCn1cnc2ccccc2c1=O
    -0.1%	-0.2	21.3%	-5.9	13.5	2.6%	-1.0%	2.6	-3.9%	-6.7%
> O=C(Nc1ccccc1)Nc1ccccc1Br
    -1.8%	-15.5	-7.5%	14.3	-16.2	11.4%	-5.5%	-4.7	nt	-11.0%
> CCOc1ccc(NC(=O)NCCN2CCN(c3ccccc3F)CC2)cc1
    -1.4%	7.8	33.7%[activator]	12.5	-5.1	13.6%	3.4%	2.5	-0.8%	-0.2%
> CCn1cc(C(=O)N/N=C(/C)c2ccc(F)cc2)c(=O)c2cc(F)c(N3CCCC3)cc21
    5.6%	nt	-6.7%	nt	-5.1	0.6%	4.0%	0.4	nt	2.3%
> Cc1ccc(N=Cc2cc(Cc3ccccc3Cl)cc([N+](=O)[O-])c2O)c(O)c1
    -0.5%	1.7	55.5%[activator]	-3.6	-39.8	-2.3%	-5.3%	-28.6	-6.5%	?
> C#CCOCCOCCOCCNc1nc(N2CCOCC2)nc(N2CCN(C(=O)[C@H]([C@@H](C)O)n3cc(CCCCN)nn3)CC2)n1
    nt	15.6	2.0%	-5.8	13.6	nt	0.5%	0.8	-5.5%	?
> Cc1ccc(-n2c(SCC(=O)N3CC(=O)Nc4ccccc43)nc3ccccc3c2=O)cc1
    -0.4%	-28.5	10.8%	1.1	-3.8	-3.4%	1.9%	-7.7	4.4%[46.1 µM]	-0.8%
> C=CCn1cc(Cl)cc(C(=O)Nc2ccccc2)c1=O
    -2.6%	-11.0	2.4%	-4.2	-4.7	3.5%	1.8%	0.8	-4.3%	3.8%
> COc1ccc(N2CCN(C(=O)c3ccc(Br)cc3)CC2)c([N+](=O)[O-])c1
    -0.4%	33.3[activator]	-3.3%	3.8	-1.4	6.0%	-0.2%	-0.6	3.5%	0.8%

Next section; it opens with the three that closed the last part.
Second line of a record – GALK inh	Giardia killer	MLL CXXC-DNA inh	KCNH2 WT inh	TSHR antag	A-T KAP1 phos	Tb PFK inh	FBPA coupling cs	TCR act	Chronic BCR inh
> Cc1ccc(-n2c(SCC(=O)N3CC(=O)Nc4ccccc43)nc3ccccc3c2=O)cc1
    -0.4%	-28.5	10.8%	1.1	-3.8	-3.4%	1.9%	-7.7	4.4%[46.1 µM]	-0.8%
> C=CCn1cc(Cl)cc(C(=O)Nc2ccccc2)c1=O
    -2.6%	-11.0	2.4%	-4.2	-4.7	3.5%	1.8%	0.8	-4.3%	3.8%
> COc1ccc(N2CCN(C(=O)c3ccc(Br)cc3)CC2)c([N+](=O)[O-])c1
    -0.4%	33.3[activator]	-3.3%	3.8	-1.4	6.0%	-0.2%	-0.6	3.5%	0.8%
> COc1ccc(CCNC(=O)c2ccc(CS(=O)Cc3ccc(Cl)cc3)o2)cc1OC (stereo not given)
    -4.8%	5.6	1.5%	1.2	8.0	-7.7%	-4.1%	nt	-5.1%	?
> CCOC(=O)CC1C(=O)NCCN1S(=O)(=O)c1cccc(C(F)(F)F)c1 (stereo not given)
    -2.6%	14.5	10.8%	-3.7	1.0	12.7%	0.1%	nt	-0.4%	?
> COc1ccc([C@H]2CC(=O)C=C(c3cccc(Cl)c3)C2)cc1
    nt	-0.3	nt	1.8	-10.8	12.9%	1.1%	nt	-0.3%	-0.6%
> CCN(CC)S(=O)(=O)c1cccc(-c2nnc(C(=O)c3ccc(C(F)(F)F)cc3)o2)c1
    -1.2%	-20.0	-11.6%	-6.2	2.4	2.1%	-3.4%	-3.1	-0.9%	?
> Cc1sc2ncnc(N/N=C/c3cccc(O)c3)c2c1C
    0.1%	-27.3	2.2%	-11.5	-4.2	4.5%	0.0%	-4.5	-4.0%[46.1 µM]	2.0%
> Cc1cc(C(=O)O)c(CSc2ncn[nH]2)o1
    0.2%	1.2	-2.1%	3.6	-4.8	-2.8%	5.7%	2.1	-7.5%[46.1 µM]	7.9%
> COc1cc(CN2CCc3ccccc3C2)cc([N+](=O)[O-])c1O
    1.5%	3.4	2.2%	1.0	-42.2	-10.1%	-13.2%	-0.6	-0.5%	?
> Cc1sc(N)c(C#N)c1C
    0.6%	20.1	4.4%	-9.0	6.8	-3.7%	-1.1%	0.9	4.6%[46.1 µM]	-8.1%
> CC(=O)N1CCCc2cc(S(=O)(=O)N3CCCC(C(=O)N4CCN(c5cccc(Cl)c5)CC4)C3)ccc21 (stereo not given)
    0.5%	-3.5	-11.6%	11.8	-41.1	11.8%	-22.7%	5.4	2.1%	?
> C/C(CC(=O)Nc1cc(C)cc(C)c1)=N\NC(=O)c1ccccn1
    1.0%	-8.7	6.7%	-25.1	12.3	2.8%	11.0%	-0.3	6.4%[46.1 µM]	?
> O=C(NN1C(=O)C2C(C1=O)C1C=CC2C12CC2)c1ccccc1 (stereo not given)
    -2.8%	24.7	-5.5%	0.1	17.6	-6.4%	-2.7%	0.0	-5.7%	?
> O=C(NCCc1ccccc1)c1ccc(-c2ccccc2Cl)o1
    nt	0.3	11.3%	-10.0	-8.9	0.7%	-1.5%	-1.6	8.4%	?
> COc1ccc(/C(N)=N/OC(=O)CN(C)S(=O)(=O)c2ccccc2)cc1
    -1.4%	7.0	-7.2%	-7.4	-0.8	-1.5%	-2.2%	-1.0	0.2%	-0.6%
> CS(=O)(=O)C1=NSC2=NC(=O)/C(=C\c3ccc(OC(=O)c4ccco4)c(Br)c3)C(=N)N21
    -28.4%	-22.2	254.1%[activator]	-2.9	8.4	-9.7%	4.2%	9.9	-4.2%	?
> COc1ccc2oc(=Nc3cccc(F)c3)c(C(N)=O)cc2c1
    4.0%	12.9	-5.8%	i	-12.1	3.7%	-7.2%	-0.8	-0.6%	3.1%
> CCOC(=O)C(NC(=O)CC)(N1CCc2ccccc2C1)C(F)(F)F (stereo not given)
    2.2%	-2.6	0.0%	-18.2	3.7	-5.4%	-7.9%	2.6	3.7%	-7.9%
